CIT2 TOR yeast: modulators of TOR pathway CIT2-GFP in S. cerevisiae; hit rate 0.065% among 320,000; AID 2029; S. cerevisiae CIT2-GFP strain, flow cytometry, 3 h; 100 means same as DMSO wells; GFP response vs DMSO, % at 10 µM;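 active = GFP response relative to DMSO above a set limit, near the screen mean plus 3 SD, cut at about 150% in these data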;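 note: ratio of well median GFP fluorescence to mean of DMSO wells on the plate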
AHR activator: activates the human aryl hydrocarbon receptor; P35869; activation, % at 5 µM; AHR-responsive luciferase reporter cells, luminescence; hit rate 2.5% among 320,000; in the data active = activation above about 47%;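 note: 0% = vehicle wells and 100% = reference agonist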
proCasp3 act: activators of human procaspase-3; P42574; AID 463141; activation, % at 8.5 µM; hit rate 0.11% among 330,000; recombinant procaspase-3 D3A, Ac-DEVD-pNA absorbance 405 nm;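 active = activation above the mean of all tested compounds plus 3 SD, cut at about 21% in these data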;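 note: 0% = DMSO alone and 100% = DMSO wells spiked with extra 5 µM PC-3 D3A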
Target sequence (P42574 whole entry D9A/D28A/D175A): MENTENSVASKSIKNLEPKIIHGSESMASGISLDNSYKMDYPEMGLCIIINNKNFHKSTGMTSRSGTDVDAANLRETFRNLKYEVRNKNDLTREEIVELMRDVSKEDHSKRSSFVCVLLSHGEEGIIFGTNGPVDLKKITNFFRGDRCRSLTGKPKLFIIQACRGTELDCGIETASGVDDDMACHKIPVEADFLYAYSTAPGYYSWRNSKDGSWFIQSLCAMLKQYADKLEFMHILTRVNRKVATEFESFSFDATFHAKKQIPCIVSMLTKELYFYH
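System: Procaspase-3 D3A mutant. Medium: Zinc-free 300 mM NaCl, 50 mM HEPES, 0.01% Triton X-100. Schedule: 1 h preincubation plus 2 h reaction at 25 °C. Measured by: 405 nm absorbance of p-nitroaniline, reads at 0 and 120 min. Read-out: percent activation relative to control range.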
MEP2-GFP yeast: modulators of TOR pathway MEP2-GFP in S. cerevisiae | S. cerevisiae MEP2-GFP strain, flow cytometry GFP, 3 h; 100% = DMSO control level | GFP response vs DMSO, % at 10 µM | hit rate 0.51% among 330,000;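 active = GFP response versus DMSO above a set limit, roughly screen mean plus 3 SD, cut at about 180% in these data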;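 note: median GFP fluorescence of the barcode-gated MEP2-GFP cells per well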
procasp7 counter: counter-screen for procaspase-3 activators: activators of human procaspase-7; AID 463210; recombinant procaspase-7, Ac-DEVD-pNA absorbance 405 nm; D23A/D198A/D206A triple mutant, cannot self-cleave; scale: DMSO 0, 5 µM enzyme 100; P55210; hit rate 0.093% among 330,000; activation, % at 8.5 µM;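 active = percent activation above the screen-wide mean plus 3 SD, cut at about 25% in these data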
Target sequence (P55210 whole entry D23A/D198A/D206A): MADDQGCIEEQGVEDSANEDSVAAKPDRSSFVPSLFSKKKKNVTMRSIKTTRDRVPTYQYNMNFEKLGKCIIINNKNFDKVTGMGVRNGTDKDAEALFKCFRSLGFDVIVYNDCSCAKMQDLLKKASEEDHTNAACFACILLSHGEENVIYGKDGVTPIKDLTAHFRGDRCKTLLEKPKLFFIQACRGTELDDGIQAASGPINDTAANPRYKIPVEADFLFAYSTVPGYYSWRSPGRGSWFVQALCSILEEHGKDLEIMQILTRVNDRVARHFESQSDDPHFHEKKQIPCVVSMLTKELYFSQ
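Assay system: Uncleavable procaspase-7 mutant enzyme; Input: 2 µM procaspase-7 mutant as dispensed; Also added: DEVD-pNA substrate; Medium: Zinc-free HEPES pH 7.4 with 300 mM NaCl, 0.01% Triton X-100; Timing: 1 h compound preincubation, 2 h substrate cleavage, 25 °C; Measured by: Epi-absorbance of released pNA at 405 nm, two timepoints.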
LAP4-GFP MLPCN: modulators of TOR pathway LAP4-GFP in S. cerevisiae; GFP response vs DMSO, % at 10 µM; AID 2023; hit rate 0.34% among 320,000; S. cerevisiae LAP4-GFP multiplex, flow cytometry GFP, 3 h; median GFP as percent of DMSO wells;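 active = GFP response vs DMSO above a set limit, about the screen mean plus 3 SD, cut at about 150% in these data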
RPL19A-GFP yeast: alters RPL19A-GFP fluorescence in TOR pathway yeast screen | S. cerevisiae RPL19A-GFP strain, flow cytometry, 3 h; hits give low values | percent response vs DMSO, % at 10 µM | AID 2025 | hit rate 0.3% among 330,000;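 active = percent response vs DMSO below 50%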;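 note: median channel GFP fluorescence of the barcoded RPL19A-GFP strain; ratio of sample median GFP to plate DMSO average so 100% = DMSO; lower means less RPL19A-GFP as with rapamycin TOR inhibition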
AGP1 TOR yeast: yeast TOR pathway AGP1-GFP modulation; S. cerevisiae AGP1-GFP multiplex flow cytometry, 3 h; GFP as percent of DMSO wells; GFP response vs DMSO, % at 10 µM; hit rate 0.02% among 320,000;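 active = GFP response relative to DMSO above a set limit, near screen average plus 3 SD, cut at about 150% in these data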;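 note: median GFP channel fluorescence of the gated AGP1 strain per well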
The depositor's hits bear a star; . = not tested or not shown.

SMILES | CIT2 TOR yeast | AHR activator | proCasp3 act | MEP2-GFP yeast | procasp7 counter | LAP4-GFP MLPCN | RPL19A-GFP yeast | AGP1 TOR yeast
CN(C)c1ccc(C2C3=C(CCCC3=O)OC3=C2C(=O)CCC3)cc1 | 107.1 | 0.4 | -5.1 | 97.9 | 0.9 | 97.8 | 97.0 | 101.2
NC(=O)C1CCN(C(=O)C(=O)c2cn(CC(=O)N3CCCCCC3)c3ccccc23)CC1 | 98.1 | 4.9 | 0.0 | 89.5 | 6.8 | 92.0 | 94.8 | 95.8
CCOC(=O)C#CC(CCc1ccccc1)OS(N)(=O)=O (configuration not stated) | 71.1 | 0.1 | 5.0 | 104.1 | -6.4 | 141.9 | 90.1 | 90.3
N#Cc1ccc(/C=N/NC(=S)Nc2ccc(S(=O)(=O)N3CCOCC3)cc2)cc1 | 108.0 | 1.9 | 6.4 | 113.0 | 5.7 | 102.0 | 106.5 | 113.1
O=C(c1ccc(Cl)cc1)C1CCN(C(=O)c2ccccc2)CC1 | 96.8 | 0.4 | 7.7 | 101.5 | 0.6 | 93.3 | 101.0 | 99.0
CCOC(=O)c1cc(-c2nnc(SCC(=O)Nc3ccc(F)cc3)o2)c(C)nc1C | 107.1 | 10.1 | -2.4 | 102.2 | -6.3 | 97.1 | 100.6 | 100.8
COC(=O)C1CSC(C(=O)OC)N1C(=O)Nc1ccccc1 (configuration not stated) | 102.6 | 7.7 | -6.9 | 95.0 | -2.6 | 98.7 | 97.0 | 98.8
CC(=O)c1c(C)[nH]c(C(=O)Nc2ccccc2Cl)c1C | 89.0 | 59.1* | -5.3 | 100.3 | 11.9 | 115.9 | 98.1 | 97.7
COc1ccccc1N1CCN(C(c2cccs2)C(C)NC(=O)c2cccs2)CC1 (configuration not stated) | 91.0 | 0.6 | -7.8 | 95.2 | 15.6 | 92.1 | 92.9 | 94.4
COCCCNC(=O)c1cccc2c(=O)c(C)c(-c3ccccc3)oc12 | 93.3 | 12.7 | 4.0 | 98.3 | -6.7 | 87.4 | 101.0 | 91.5
Cc1ccc2nc(NC(=O)c3ccccc3F)sc2c1 | 106.1 | 0.9 | -1.8 | 113.5 | -0.6 | 100.6 | 104.9 | 103.9
O=C(Cn1cc2c(n1)CCCC2)Nc1ccccc1Br | 93.9 | 6.7 | 0.1 | 98.2 | 1.4 | 106.8 | 102.1 | 99.5
CCCC(=O)Nc1ccc(NC(=O)c2ccccc2Cl)nc1 | 92.2 | -1.2 | -1.0 | 102.9 | 7.8 | 102.1 | 99.0 | 105.8
COc1ccc(Nc2cc(C)nc3ncnn23)c(OC)c1 | 100.8 | 1.5 | 3.3 | 103.9 | -0.9 | 103.8 | 96.9 | 106.0
CN(Cc1ccccc1)S(=O)(=O)c1ccc(NC(=O)c2ccccc2C(=O)O)cc1 | 92.6 | -0.6 | 1.3 | 94.3 | 12.4 | 105.8 | 92.3 | 92.7
COc1cc(/C=C/C(=O)OCC(=O)NCC2CCCO2)ccc1OCC#N (configuration not stated) | 107.2 | 2.0 | -1.6 | 99.9 | 0.9 | 99.3 | 97.7 | 100.7
CCNC(=O)C(C)Oc1ccc(Cl)cc1Cl (configuration not stated) | 96.7 | 3.5 | 2.0 | 97.4 | 4.4 | 96.6 | 98.8 | 101.7
NNC(=O)CCN(Cc1ccco1)S(=O)(=O)c1ccc(Cl)cc1 | 104.6 | 6.2 | 6.7 | 90.7 | 2.7 | 105.0 | 96.2 | 101.9
CCCc1[nH]nc2c1C(c1ccc(OCCN3CCOCC3)c(OC)c1)C(C#N)=C(N)O2 (configuration not stated) | 97.2 | -0.7 | -6.2 | 99.0 | 9.6 | 96.1 | 94.6 | 97.3
COc1ccccc1NC(=O)C(=O)NCC(c1ccco1)N1CCc2ccccc21 (configuration not stated) | 95.4 | 21.6 | -5.2 | 105.8 | -4.3 | 107.1 | 96.8 | 93.2
Cc1ccc(OCC(=O)Nc2ccc(S(=O)(=O)Nc3ccccn3)cc2)c(C)c1 | 102.9 | 6.4 | 2.5 | 96.4 | 9.8 | 93.7 | 95.7 | 97.6
CC(/C=N/NC(=O)CSc1ccccn1)=C\c1ccc(C(C)C)cc1 | 97.1 | 7.7 | 4.6 | 110.8 | -4.0 | 94.7 | 104.1 | 94.6
CCc1cccc(NC(=O)c2cccc(S(=O)(=O)N3CCN(C)CC3)c2)c1 | 96.7 | 7.3 | -1.9 | 107.6 | 9.5 | 107.4 | 102.6 | 95.3
COc1ccc(N2CCN(S(=O)(=O)c3cc4c(cc3C)N(C(C)=O)CCO4)CC2)cc1 | 103.2 | 0.3 | -6.9 | 107.1 | -3.0 | 103.5 | 107.3 | 103.5

Gathered by group: the entries above containing an aryl thioether with sulfur outside any ring.
SMILES | CIT2 TOR yeast | AHR activator | proCasp3 act | MEP2-GFP yeast | procasp7 counter | LAP4-GFP MLPCN | RPL19A-GFP yeast | AGP1 TOR yeast
CCOC(=O)c1cc(-c2nnc(SCC(=O)Nc3ccc(F)cc3)o2)c(C)nc1C | 107.1 | 10.1 | -2.4 | 102.2 | -6.3 | 97.1 | 100.6 | 100.8
CC(/C=N/NC(=O)CSc1ccccn1)=C\c1ccc(C(C)C)cc1 | 97.1 | 7.7 | 4.6 | 110.8 | -4.0 | 94.7 | 104.1 | 94.6

The list goes on.
SMILES | CIT2 TOR yeast | AHR activator | proCasp3 act | MEP2-GFP yeast | procasp7 counter | LAP4-GFP MLPCN | RPL19A-GFP yeast | AGP1 TOR yeast
COc1ccc(-n2c(C)nc3cc(C(=O)O)ccc32)cc1 | 93.7 | 0.1 | 3.8 | 93.9 | 1.4 | 95.9 | 93.3 | 94.6
COc1ccc(-c2c(C)nn3c(N)c(C#N)cnc23)cc1OC | 104.2 | 29.2 | 3.6 | 101.1 | 6.7 | 98.3 | 102.4 | 90.6
CCC(C)(C)n1nnnc1C(c1cc2ccc(OC)cc2[nH]c1=O)N1CCc2ccccc2C1 (configuration not stated) | 96.2 | 10.5 | -9.5 | 100.8 | -28.1 | 98.1 | 100.1 | 104.2
Cc1c(CN2CCC(C(=O)Nc3ccc(Oc4ccccc4)nc3)CC2)cnn1C | 96.2 | 5.4 | 2.1 | 95.2 | 5.9 | 87.8 | 95.0 | 94.8
COc1ccc(CN2CCN(S(=O)(=O)c3ccc(NC(C)=O)cc3)CC2)cc1OC | 77.5 | 0.5 | 1.3 | 91.7 | 0.2 | 76.2 | 112.8 | 84.0
CC(=O)c1ccc(NC(=S)Nc2ccc(Br)c(Cl)c2)cc1 | 78.2 | 0.9 | -3.7 | 102.7 | -1.1 | 95.7 | 102.5 | 93.7
O=C(CN1CCOCC1)Nc1ccc(Cl)c(Cl)c1 | 100.9 | 1.9 | -0.1 | 100.7 | 5.9 | 98.3 | 100.5 | 99.8
Cc1cccc(C)c1NC(=O)CSc1nnc(C)n1CC1CCCO1 (configuration not stated) | 105.2 | -0.6 | 3.7 | 98.3 | 0.8 | 106.0 | 95.3 | 105.8
O=C(Nc1ncc(C(F)(F)F)cc1Cl)C1COc2ccccc2O1 (configuration not stated) | 94.2 | 1.7 | -1.4 | 92.6 | -5.5 | 91.0 | 91.7 | 92.3
CCC(=O)N(Cc1cc2cc(OC)ccc2[nH]c1=O)c1ccccc1C | . | 12.8 | -4.2 | 99.5 | 6.7 | 92.0 | 100.2 | 102.5
O=S(=O)(c1ccc(F)cc1)N1CCN(CCOc2ccccc2)CC1 | 109.0 | 0.2 | -5.1 | 107.2 | -7.8 | 103.6 | 97.4 | 100.9
O=S(=O)(NCc1cccnc1)c1ccccc1 | 102.0 | 10.1 | -3.8 | 109.8 | 11.4 | 103.8 | 98.4 | 103.3
Cc1nn(Cc2ccc(C(=O)Nc3nccs3)cc2)c(C)c1Cl | 83.7 | 6.2 | -1.2 | 93.8 | -5.2 | 85.9 | 95.0 | 103.6
COc1ccc(Cl)cc1N(CC(=O)N(C)C)S(=O)(=O)c1ccc(C)c([N+](=O)[O-])c1 | 81.3 | 0.0 | 1.1 | 99.8 | 7.7 | 92.9 | 99.9 | 97.5
O=c1c2c([nH]c3ccccc13)CCCCCC2 | 102.8 | -0.3 | 0.6 | 102.8 | 14.3 | 99.0 | 100.5 | 102.7
CSc1nsc(SC)c1C(=O)NC(=O)Nc1cccnc1 | 105.7 | 3.1 | 5.8 | 100.8 | 5.9 | 114.6 | 97.2 | 109.6
CN(C)CCNC(=O)C(=O)C1C(=O)Nc2ccccc21 (configuration not stated) | 100.5 | 18.1 | -6.8 | 100.3 | -3.5 | 104.8 | 97.0 | 100.2
Clc1ccc2noc(-c3ccccc3)c2c1 | 96.6 | -1.7 | -1.6 | 104.3 | 7.5 | 97.4 | 97.7 | 100.3
Cc1ccc(NC(=O)COC(=O)CC2CCCC2)cc1F | 105.1 | -0.3 | 7.0 | 100.1 | 8.9 | 92.5 | 101.0 | 101.5
Cc1ccc2nc(N(CCN(C)C)C(=O)c3cc(Cl)sc3Cl)sc2c1 | 104.3 | 29.3 | -6.5 | 106.1 | 3.7 | 100.1 | 98.9 | 100.1
COc1cc(OC)c(NC(=O)c2cccc(F)c2)cc1Cl | 89.2 | 30.3 | -6.7 | 102.8 | -1.7 | 107.3 | 96.9 | 91.7
N#CC(C#N)=Cc1ccccc1OCc1ccccc1 | 107.5 | -0.8 | 7.0 | 99.8 | 11.8 | 104.6 | 106.1 | 110.8
C[C@H](CO)N1C[C@H](C)[C@@H](CN(C)C(=O)Nc2ccc3c(c2)OCO3)Oc2c(NC(=O)C3CCCCC3)cccc2C1=O | 105.4 | 1.4 | 8.6 | 96.4 | 3.1 | 107.1 | 95.5 | 100.9
Nc1ccc(SCCN2C(=O)c3ccccc3C2=O)cc1 | 90.9 | 9.3 | 2.4 | 101.4 | 6.9 | 84.5 | 102.0 | 98.7
CS(=O)(=O)N(CC(=O)NCCc1ccccc1)C1CCCCC1 | 90.2 | -1.2 | -8.5 | 107.3 | -3.8 | 102.2 | 105.7 | 101.4
COc1ccc(NS(=O)(=O)c2ccc3c(c2)N(C(C)=O)CC(C)S3)c(OC)c1 (configuration not stated) | 99.7 | 0.5 | 3.3 | 102.3 | -9.4 | 94.6 | 94.1 | 92.9
N#CCc1c(C#N)c(N)nc(N2CCN(c3ccc(F)cc3)CC2)c1C#N | 80.7 | -8.2 | -5.5 | 96.5 | 5.9 | 92.7 | 87.1 | 85.7
CC(C)NS(=O)(=O)c1ccc(CCC(=O)N2CCc3ccccc3C2)cc1 | 103.9 | -1.9 | 2.4 | 103.5 | 2.7 | 103.5 | 106.6 | 105.5
CC1CCCC(C)N1C(=O)c1cc2ncc(CCCl)cn2n1 (configuration not stated) | 90.0 | 6.7 | 7.2 | 92.6 | -8.7 | 83.1 | 98.0 | 90.6
CCCn1c(SCc2ccc(Cl)cc2)nc2c1c(=O)[nH]c(=O)n2C | 95.8 | -4.5 | -7.8 | 97.8 | -4.0 | 96.3 | 95.9 | 102.3
COc1ccc(C2OCC3(O)C(c4ccc(OC)c(OC)c4)OCC23)cc1OC (configuration not stated) | 98.2 | -0.9 | 2.6 | 103.9 | -5.6 | 105.8 | 96.9 | 99.0

Screening results deposited in PubChem BioAssay by several laboratories.

No enrichment for hits, and some 3.5% of all compounds hit somewhere here.
